# Screening results deposited in PubChem BioAssay by several laboratories.
# IL1B NFkB pot – enhancers of NFkB p65 translocation in HUVEC – imaging, IL-1B stimulus, high-content imaging, primary screen; HUVEC IL-1B NFkB p65 nuclear translocation imaging; activation, % at 2 µM; hit rate 0.3% among 94,000;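 active = activation above 40%, about the mean plus 3 SD, also judged a hit on visual image review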;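 also: percent activation is computed from the nuclear over cytoplasmic p65 intensity ratio; values of inactives mirror those of a sister screen read the other way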
# PLAP inhibitors HTS – PLAP enzyme inhibitors, biochemical, luminescence, HTS (AID 690) | Alkaline phosphatase, placental type (Homo sapiens) | purified PLAP, luminescent substrate; higher % means a stronger effect | hit rate 0.08% among 96,000 | inhibition, % at 20 µM; hits with a dose series show IC50 in µM; in the data active = a potency from the dose series; inactive = the rest, 99 in 100 with inhibition below about 30%; also: strong numbers were not always called active
# MRP reversal – reversal of MRP1-mediated doxorubicin resistance, primary screen, H69AR cells, doxorubicin co-treatment; AID 602, 2007; differential viability (reversal), % at 10 µM; hit rate 0.04% among 85,000; H69AR cells + 2 uM doxorubicin, CellTiter-Glo, 72 h;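 active = viability drop by adding the cancer drug above about 55%, with treated viability meeting a 40% cutoff, limit read from the data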;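 also: viability without doxorubicin minus viability with 2 µM doxorubicin for each compound; larger differential means the compound sensitizes cells more to doxorubicin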
# Bcl-B TR3 displacers – displacers of TR3 peptide from Bcl-B, primary screen, selectivity assay for Bfl-1 inhibitor project, biochemical, fluorescence polarization; Bcl-2-like protein 10 (Homo sapiens); FP displacement of FITC-TR3 peptide from Bcl-B; higher % means a stronger effect; one-dose displacement, % at 20 µM; IC50 in µM for titrated hits; hit rate 0.11% among 96,000; AID 748, 2007;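 active = displacement above 50% at 20 µM plus a fluorescence interference ratio under 1.5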;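 also: plate controls were wells without compound for no effect and wells lacking Bcl-B protein for full effect; a part of the inactive calls stands beside numbers as strong as those of hits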
# IL1B NFkB inh – inhibitors of IL-1B driven NFkB p65 nuclear import, primary screen, imaging, HUVEC, IL-1B stimulus, high-content imaging | HUVEC IL-1B NFkB p65 nuclear translocation imaging | inhibition, % at 2 µM | AID 796, 2007 | hit rate 0.43% among 94,000;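 active = inhibition above about 30% together with a positive call from visual inspection of the well image, limit read from the data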;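 also: nuclear over cytoplasmic p65 intensity ratio measured by imaging; 0% = IL-1B stimulated DMSO wells and 100% = unstimulated DMSO wells; values of inactives mirror those of a sister screen read the other way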
# MRP reversal cytotoxicity – recorded beside MRP reversal, whose call it bears; viability, %; H69AR cells, CellTiter-Glo, 72 h; measured here: cytotoxicity without doxorubicin
# MRP reversal with doxorubicin – also measured in MRP reversal; calls as there; viability, %; measured here: viability with 2 uM doxorubicin; stronger effect = lower value
# IL1B NFkB inh cell count 2 µM – also measured in IL1B NFkB inh; calls as there; cell count; measured here: cells passing quality filter;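 raw number of nuclei counted in each imaged well without normalization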
# IL1B NFkB pot cell count 2 µM – second read-out of IL1B NFkB pot, no call of its own (marks repeat the call); cell count; measured here: cells passing quality filter
# Active calls of the source: *; · = no result given. An excerpt; count on the stated rates, not on these rows.
SMILES,IL1B NFkB pot,IL1B NFkB pot cell count 2 µM,PLAP inhibitors HTS,MRP reversal,MRP reversal cytotoxicity,MRP reversal with doxorubicin,Bcl-B TR3 displacers,IL1B NFkB inh,IL1B NFkB inh cell count 2 µM
c1coc(-c2nnc3n2C2(CCCC2)Cc2ccccc2-3)c1,29,116,20%,-4,87,90,-1%,-29,116
CC1=C(C)CS(=O)N(S(=O)(=O)c2ccc(Cl)cc2)C1 (stereo not drawn),4,164,-9%,8,104,96,6%,-4,164
N#Cc1nc(Cc2cccc3ccccc23)oc1N1CCN(c2ccccc2)CC1,0,165,-5%,18,108,90,5%,0,165
CCOC(=O)C1CCN(C(=O)CCCN2C(=O)c3ccccc3C2=O)CC1,17,124,-38%,13,101,87,-4%,-17,124
CCOC(=O)c1cnc(-c2ccccc2)nc1Oc1ccccc1,-7,136,6%,·,·,·,-13%,8,136
CCOC(=O)c1cn2nc(-c3ccc(OC)cc3)cc2nc1C1CCN(C(=O)OC(C)(C)C)CC1,0,117,-15%,-8,71,79,-5%,0,117
CCC(C)(C(=O)NC1CCCCC1)N(C(=O)CNC(C)=O)c1c(C)n(C)n(-c2ccccc2)c1=O (stereo not drawn),3,144,-56%,·,·,·,-4%,-3,144
CC(=O)Nc1ccc(C(=O)OCC(=O)NC(=O)NC2CCCCC2)cc1,1,201,1%,-19,84,103,6%,-1,201
COC(=O)C1CCN(c2nc3ccccc3nc2C(C#N)C(=O)NCCc2ccccc2)CC1 (stereo not drawn),·,·,·,5,57,51,0%,-35,148
Cc1cccc(N2C(=O)CSC2c2cccnc2)c1 (stereo not drawn),-2,30,9%,11,109,98,-4%,-1,127
Fc1ccc(-c2cc(C(F)(F)F)nc(N3CCCCC3)n2)cc1,30,135,-29%,-4,76,80,2%,-30,135
Cc1cccc(-c2cc3nc4c(c(N5CCC6(CC5)OCCO6)n3n2)CCCC4)c1,14,171,·,-28,31,59,·,-14,171

# As entered above.
# Value of `Cc1cccc(-c2cc3nc4c(c(N5CCC6(CC5)OCCO6)n3n2)CCCC4)c1` in IL1B NFkB inh: -14
# Value of `CC(=O)Nc1ccc(C(=O)OCC(=O)NC(=O)NC2CCCCC2)cc1` in MRP reversal with doxorubicin: 103

# Going on with the list.
SMILES,IL1B NFkB pot,IL1B NFkB pot cell count 2 µM,PLAP inhibitors HTS,MRP reversal,MRP reversal cytotoxicity,MRP reversal with doxorubicin,Bcl-B TR3 displacers,IL1B NFkB inh,IL1B NFkB inh cell count 2 µM
CC(C)c1nc(SCC(=O)Nc2ccc(N3CCOCC3)cc2)c2ccccc2n1,7,129,·,5,59,54,·,-7,129
CCCC(=O)Nc1ccc(C(=O)Nc2nnc(COCC)s2)cc1,4,166,·,-6,76,82,·,-4,166
O=C(NCc1ccco1)C(c1cccs1)N(C(=O)Cc1cccs1)c1ccccc1 (stereo not drawn),12,191,5%,-40,45,85,-1%,-12,191
CCS(=O)(=O)NCC(c1cccnc1)N1CCN(c2ccccc2)CC1 (stereo not drawn),-14,173,-10%,-4,84,88,2%,14,173
N#CC(c1ccc(Cl)nn1)c1ccccc1Cl (stereo not drawn),-1,178,-6%,14,92,78,0%,1,178
COc1ccc(CSc2nc(N3CCOCC3)c3c(c2C#N)CC(C)(C)OC3)cc1,-4,76,·,7,93,86,·,4,76
COC(=O)c1ccc(C)c(NC(=O)CN(c2ccc3c(c2)OCO3)S(C)(=O)=O)c1,4,184,5%,·,·,·,-6%,-4,184
c1ccc2c(c1)nnn2Cc1nnc2sc(-c3ccncc3)nn12,4,80,19%,8,82,74,-20%,-4,80
CCCCNC(=O)CN(c1cccc(Br)c1)S(C)(=O)=O,-1,147,·,5,103,98,·,1,147
COc1ccc(OC)c(C2C(C(=O)O)c3ccccc3C(=O)N2C)c1 (stereo not drawn),-4,135,9%,-8,81,89,-1%,4,135
CCOC(=O)C1=C(N)OC2=C(C(=O)CC(C)(C)C2)C1c1cccnc1 (stereo not drawn),2,80,6%,14,88,74,9%,-2,80
CC(=O)c1c(C)[nH]c(C(=O)OCC(=O)Nc2cc(C)on2)c1C,·,·,-11%,-6,94,100,2%,·,·

# 14 of the compounds above, with values under each structure:
# Values run as follows: IL1B NFkB pot	IL1B NFkB pot cell count 2 µM	PLAP inhibitors HTS	MRP reversal	MRP reversal cytotoxicity	MRP reversal with doxorubicin	Bcl-B TR3 displacers	IL1B NFkB inh	IL1B NFkB inh cell count 2 µM
CC(=O)Nc1ccc(C(=O)OCC(=O)NC(=O)NC2CCCCC2)cc1
    1	201	1%	-19	84	103	6%	-1	201
COC(=O)C1CCN(c2nc3ccccc3nc2C(C#N)C(=O)NCCc2ccccc2)CC1 (stereo not drawn)
    ·	·	·	5	57	51	0%	-35	148
Cc1cccc(N2C(=O)CSC2c2cccnc2)c1 (stereo not drawn)
    -2	30	9%	11	109	98	-4%	-1	127
Fc1ccc(-c2cc(C(F)(F)F)nc(N3CCCCC3)n2)cc1
    30	135	-29%	-4	76	80	2%	-30	135
Cc1cccc(-c2cc3nc4c(c(N5CCC6(CC5)OCCO6)n3n2)CCCC4)c1
    14	171	·	-28	31	59	·	-14	171
CC(C)c1nc(SCC(=O)Nc2ccc(N3CCOCC3)cc2)c2ccccc2n1
    7	129	·	5	59	54	·	-7	129
CCCC(=O)Nc1ccc(C(=O)Nc2nnc(COCC)s2)cc1
    4	166	·	-6	76	82	·	-4	166
O=C(NCc1ccco1)C(c1cccs1)N(C(=O)Cc1cccs1)c1ccccc1 (stereo not drawn)
    12	191	5%	-40	45	85	-1%	-12	191
CCS(=O)(=O)NCC(c1cccnc1)N1CCN(c2ccccc2)CC1 (stereo not drawn)
    -14	173	-10%	-4	84	88	2%	14	173
N#CC(c1ccc(Cl)nn1)c1ccccc1Cl (stereo not drawn)
    -1	178	-6%	14	92	78	0%	1	178
COc1ccc(CSc2nc(N3CCOCC3)c3c(c2C#N)CC(C)(C)OC3)cc1
    -4	76	·	7	93	86	·	4	76
COC(=O)c1ccc(C)c(NC(=O)CN(c2ccc3c(c2)OCO3)S(C)(=O)=O)c1
    4	184	5%	·	·	·	-6%	-4	184
c1ccc2c(c1)nnn2Cc1nnc2sc(-c3ccncc3)nn12
    4	80	19%	8	82	74	-20%	-4	80
CCCCNC(=O)CN(c1cccc(Br)c1)S(C)(=O)=O
    -1	147	·	5	103	98	·	1	147

# Continued:
SMILES,IL1B NFkB pot,IL1B NFkB pot cell count 2 µM,PLAP inhibitors HTS,MRP reversal,MRP reversal cytotoxicity,MRP reversal with doxorubicin,Bcl-B TR3 displacers,IL1B NFkB inh,IL1B NFkB inh cell count 2 µM
CCCCC(=O)NN(C)c1nc(-c2ccccc2)nnc1C(F)(F)F,-7,98,16%,9,87,78,10%,7,98
COC(=O)C1=[N+]([O-])OC(C(=O)OC)C1c1c[nH]c2ccccc12 (stereo not drawn),13,80,-14%,-4,93,96,-6%,-13,80
Cc1c(Cl)cccc1NC(=S)NCc1ccc(Cl)cc1,5,174,·,·,·,·,·,-5,174
O=C(CNS(=O)(=O)c1cccs1)N1CCN(c2ccccn2)CC1,4,195,-3%,1,98,97,6%,-4,195
COC(=O)c1ccc2nc(C)c(C)nc2c1,2,190,8%,·,·,·,-10%,-2,190
Cc1c(Cl)cccc1N(CC(=O)NC1CCCCC1)S(C)(=O)=O,·,·,-34%,11,99,88,-4%,·,·
O=C(COC(=O)c1ccc2c(c1)OCO2)NCc1ccc(Cl)cc1,1,139,13%,-5,97,102,-28%,-1,139
Cc1cc(NC(=O)CCC(=O)N(Cc2ccco2)C2(C(=O)NC3CCCCC3)CCN(C)CC2)no1,-99,23,-61%,-8,95,103,3%,99*,23*
CCOc1ccccc1NC(=O)CSc1nnc2c(CC)c(C)nc(N)n12,5,169,8%,-2,77,79,-1%,-5,169
CC(Oc1ccccc1Cl)C(=O)N(Cc1ccco1)C1CCS(=O)(=O)C1 (stereo not drawn),·,·,6%,1,100,99,-11%,·,·
COc1ccc(Oc2nc3c(c(=O)n(C)c(=O)n3C)n2Cc2cccc(OC)c2)cc1,·,·,-2%,-1,52,53,-4%,·,·
CSc1nc(-c2ccccc2)nc(N)c1C(C)=O,-2,192,-6%,2,84,82,7%,2,192
Cc1ccc(NS(=O)(=O)c2ccc(C(=O)N3CCCN(C)CC3)cc2)cc1,-1,114,·,15,107,92,0%,1,114
COc1ccc(C(=O)N/C(=C/c2cccs2)C(=O)NCCCn2ccnc2)cc1OC,-1,179,7%,·,·,·,-9%,1,179
OCCCCNCc1ccc(OCc2ccc(Cl)cc2Cl)cc1,-5,156,-68%,·,·,·,-14%,4,156
Cc1ccc(C)c(NC(=O)CCN2CC(C)OC(C)C2)c1 (stereo not drawn),-3,187,-2%,·,·,·,9%,3,187
COc1ccc(N2CCN(c3ccc(N)cc3C#N)CC2)cc1,14,160,6%,-3,86,89,-8%,-14,160
CCOC(=O)C1CCN(S(=O)(=O)c2c(C)n[nH]c2C)CC1,31,88,-47%,5,101,96,0%,-32,88
O=C(Cn1c(=O)oc2cc(S(=O)(=O)N3CCc4ccccc43)ccc21)NC1CCCC1,1,63,-35%,9,87,78,1%,-1,63
COC(=O)CN1C(=O)Nc2ccc(Br)cc2C1c1ccccc1Cl (stereo not drawn),-1,146,-65%,-1,75,76,5%,1,146
O=C(NCc1nnc(SC/C=C/c2ccccc2)o1)c1ccco1,-15,41,-38%,13,98,86,-5%,15,41
Cc1onc(-c2ccccc2)c1C(=O)Nc1ccc2c(C)cc(=O)oc2c1,·,·,7%,12,91,78,10%,·,·
Nc1cccc2nc3ccccc3cc12,0,47,26%,-5,9,14,2%,0,47
Cc1ccccc1NC(=O)Nc1ccccc1C(=O)NCc1ccccc1,-1,156,0%,11,96,84,6%,1,156
OCCn1c(SC2CCCCC2)nc2ccccc21,10,129,14%,13,93,80,-6%,-10,129
O=C1NCCN1Cc1ccccc1F,-18,119,·,3,91,88,-18%,18,119
CN(C)/C=C(/C(=O)c1ccc(Cl)cc1)S(=O)(=O)c1ccccc1,26,161,1%,·,·,·,5%,-26,161
COc1ccc(CCNC(=O)Cn2c(=O)cnc3ccccc32)cc1,-7,196,14%,-44,25,69,9%,7,196
CC(C)(CO)Nc1nc(Nc2ccccc2)nc(Nc2ccccc2)n1,8,108,·,3,65,62,·,-8,108
O=C(Oc1ccc2c(c1)OCO2)c1ccncc1,-9,195,9%,-3,85,89,1%,9,195
CCOC(=O)/C(C(N)=NCc1ccco1)=C(/O)c1ccccc1,13,162,28%,0,77,78,0%,-13,162
NC(=O)COC(=O)c1cc(S(=O)(=O)N2CCOCC2)ccc1N1CCCCC1,15,128,-27%,4,90,86,-12%,-15,128
O=C1NC2(CCCCC2)N=C1c1ccc(F)cc1,-6,87,15%,20,100,80,-13%,6,87
CCCCNc1nc(-c2ccccc2)c(C(=O)OCC)cc1C#N,-6,108,-8%,·,·,·,-3%,6,108
CNC(=O)CSc1nnnn1-c1cc(C)ccc1C,18,103,·,-6,92,98,·,-18,103
OC1(c2ccc(F)cc2)CCN(Cc2ccccc2)C1 (stereo not drawn),4,142,16%,13,90,77,0%,-4,142
CC(C)OCCCNc1ncc2c(n1)CC(c1ccc(N(C)C)cc1)CC2=O (stereo not drawn),11,197,-25%,-1,84,85,3%,-11,197
COc1ccc(Cc2nc3ccc(S(=O)(=O)N4CCOCC4)cc3[nH]2)cc1,-2,132,-30%,19,94,75,-6%,2,132
CCCCC(=O)Nc1nnc(-c2ccc(OC)cc2)s1,3,125,·,0,90,90,·,-3,125
COc1ccc(-c2nnc(-c3cc(OC)c(OC)c(OC)c3)o2)cc1OC,-7,92,·,-22,45,67,·,7,92
